# TAAR1 antag – human TAAR1 antagonism | inhibition, % at 3 µM | CHO RD-HGA16 TAAR1, Fluo-8 calcium fluorescence, antagonist | AID 624466 | Q96RJ0 | 360,000 compounds, 1.5% hits;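 active = inhibition above a per-plate cutoff, the mean inhibition of test compounds on that plate plus 3 SD, cut at about 49% in these data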;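 also: 0% = DMSO plus EC80 beta-PEA response and 100% = DMSO alone without agonist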
# Target sequence (Q96RJ0 whole entry, looked up): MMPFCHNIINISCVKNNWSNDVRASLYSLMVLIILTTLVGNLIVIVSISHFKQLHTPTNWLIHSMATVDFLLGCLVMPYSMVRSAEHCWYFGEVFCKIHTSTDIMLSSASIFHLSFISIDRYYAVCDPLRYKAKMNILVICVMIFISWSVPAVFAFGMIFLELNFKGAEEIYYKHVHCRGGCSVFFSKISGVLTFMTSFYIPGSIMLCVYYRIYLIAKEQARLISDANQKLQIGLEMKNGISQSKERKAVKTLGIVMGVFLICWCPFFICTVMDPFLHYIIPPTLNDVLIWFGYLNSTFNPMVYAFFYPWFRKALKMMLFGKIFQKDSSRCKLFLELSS
#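 test system = CHO RD-HGA16 cells bearing hTAAR1 | replication = singlicate | controls = DMSO-only wells and EC80 β-PEA-stimulated wells | reagent = EC80 β-phenethylamine stimulus | read-out basis = percent inhibition of PEA-evoked calcium signal, max/basal emission ratio | schedule = seeding 17-24 h prior, 75-min 37 °C, 30-min RT dye loading | signal = kinetic Fluo-8 calcium fluorescence measurement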
# CHRM1 agonist – human M1 muscarinic receptor agonism; P11229; CHO-K1 hM1, Fluo-8 calcium fluorescence, agonist mode; 0% DMSO, 100% acetylcholine EC100; activation, % at 3 µM; 360,000 compounds, 0.33% hits;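 active = activation above the run's mean compound activation plus 3 SD, cut at about 16% in these data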;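 also: peak over basal fluorescence ratio within a 140 s kinetic read after compound addition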
# CHRM1 antagonist – human CHRM1 antagonism. 360,000 compounds, 1.3% hits. inhibition, % at 3 µM. CHO-K1 hM1, Fluo-8 calcium fluorescence, ACh EC80 antagonist. P11229;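 active = percent inhibition above its own plate's cutoff, namely the mean of that plate's compound wells plus 3 SD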;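 also: peak over basal fluorescence ratio during 140 s after agonist addition; 0% = ACh EC80 plus DMSO and 100% = DMSO alone without agonist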
# TAAR1 ag – human TAAR1 agonism. AID 624467. Q96RJ0. activation, % at 3 µM. CHO RD-HGA16 TAAR1, Fluo-8 calcium fluorescence; vehicle wells 0%, saturating PEA agonist 100%. 360,000 compounds, 0.99% hits;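 active = activation above the mean activation of all test compounds in the run plus 3 SD, cut at about 38% in these data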
#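 System: CHO RD-HGA16 cells carrying human TAAR1 plus Gα16; Incubation: 17-24 h seeding, 75 min 37 °C dye, 30 min RT; Measured by: Fluo-8 fluorescence, 5 s baseline then 140 s kinetic read; Control set: DMSO and PEA EC100; Replication: single well for each compound.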
# CHO parental Ca – signal in parental CHO cells, OX1R antagonist counter-screen | parental CHO-K1, ATP-induced calcium, Fluo-8 fluorescence | inhibition, % at 5.6 µM | 330,000 compounds, 0.63% hits | AID 463079;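 active = inhibition above that plate's mean sample inhibition plus 3 SD, cut at about 26% in these data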;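 also: 0% = ATP-challenged DMSO wells and 100% = DMSO wells without ATP; some compounds past the cut are filed as inactive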
#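 Material: Parental CHO cells | Reagent: ATP | Compound dosing: Single nominal dose of 5.6 µM per compound | Detection: Intracellular calcium via Fluo-8 no-wash fluorescent dye | Read-out: % inhibition of ATP-induced calcium mobilization | Benchmarks: Low control ATP plus DMSO, high control DMSO only | Replicates: Singlicate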
# CHO-K1 Ca antag – nonselective inhibitor or artifact in parental CHO-K1 cells; ATP-induced calcium, Fluo-8 fluorescence; 360,000 compounds, 0.6% hits; inhibition, % at 3 µM;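 active = inhibition above a per-plate cutoff, the plate's mean sample inhibition plus 3 SD, cut at about 24% in these data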;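 also: 0% = DMSO plus EC80 ATP and 100% = DMSO alone without ATP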
# OXTR potentiate – potentiators of human oxytocin receptor; 320,000 compounds, 0.061% hits; P30559; activation, % at 3 µM; AID 2445; CHO-OTR cells, Fluo-8 calcium fluorescence, potentiator mode; 0% = oxytocin EC15, 100% = EC100;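 active = activation above that plate's cutoff, the mean activation of tested compounds plus 3 SD, cut at about 6.6% in these data, passing the limit was not always enough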;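 also: 100% uses oxytocin at 75 nM as the full agonist control; some results filed as inactive read as strong as hits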
# Target sequence (P30559 whole entry, looked up): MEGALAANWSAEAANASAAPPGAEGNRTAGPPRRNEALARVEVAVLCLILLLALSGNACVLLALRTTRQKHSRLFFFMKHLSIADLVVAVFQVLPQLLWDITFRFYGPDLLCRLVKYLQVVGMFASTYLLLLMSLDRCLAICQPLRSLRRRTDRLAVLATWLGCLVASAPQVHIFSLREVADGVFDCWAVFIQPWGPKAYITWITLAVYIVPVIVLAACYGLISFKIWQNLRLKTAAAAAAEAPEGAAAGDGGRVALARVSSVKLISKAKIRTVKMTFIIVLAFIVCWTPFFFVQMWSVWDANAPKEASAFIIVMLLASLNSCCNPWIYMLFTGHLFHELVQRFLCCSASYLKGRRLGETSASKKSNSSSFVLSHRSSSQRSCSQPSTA
#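 System: human OTR in CHO cells; Also added: sub-maximal oxytocin, roughly EC15; Timing: compound 6 min at room temperature before oxytocin, 100 s read; Technique: Fluo-8 intracellular calcium fluorescence, ex 470-495, em 515-575 nm; Controls: oxytocin EC15 low and EC100 high; Replication: singlicate.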
# CHO-K1 Ca ag – M1 agonist counterscreen hit in parental CHO-K1 cells | Fluo-8 calcium fluorescence; scaled to maximal ATP response, vehicle zero | activation, % at 3 µM | 360,000 compounds, 0.48% hits; in the data active = activation above about 15%;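 also: untransfected CHO-K1 host cells lacking M1 receptor as counterscreen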
# M1 PAM parental – M1 PAM counterscreen hit in parental CHO-K1 cells; 360,000 compounds, 0.02% hits; activation, % at 3 µM; ATP EC20, Fluo-8 calcium fluorescence; 0% at ATP EC20, 100% at ATP max;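 active = activation above the run cutoff, the mean activation of all test compounds plus 3 SD, cut at about 40% in these data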;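 also: peak over basal fluorescence ratio in a 140 s read after ATP addition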
# * = called active by the depositor; . = no result given.
1: O=C(Nc1cccn2ncnc12)c1ccc(Cl)cc1Cl
2: C/C=C/c1ccc(OC(C)=O)c(OC)c1
3: COc1ccccc1NC(=S)N(C(C)C)C(C)c1ccccn1 (stereo not given)
4: O=C(NCC1CCCO1)C1CCN(C(=O)c2ccc(Br)cc2)CC1 (stereo not given)
5: CNc1nc(C)cc(C)c1S(=O)(=O)c1ccc(C)cc1
6: COc1nc(Cc2ccc(Cl)cc2)nc2ccccc12
7: CC(Oc1ccc2c3c(c(=O)oc2c1)CCC3)C(=O)NCC1CCC(C(=O)O)CC1 (stereo not given)
8: COc1ccc(OCC(=O)NCC(c2ccc(OC)cc2)N2CCCCC2)cc1 (stereo not given)

entry no.	1	2	3	4	5	6	7	8
TAAR1 antag	-3	6	-1	-6	5	-10	-35	-28
CHRM1 agonist	-3	-4	-3	-3	-6	-9	-3	-5
CHRM1 antagonist	-4	8	14	9	-7	5	-7	1
TAAR1 ag	5	6	2	7	0	0	2	2
CHO parental Ca	-1	3	6	-2	-4	-16	-5	-22
CHO-K1 Ca antag	-4	7	-10	-8	-9	-3	0	-4
OXTR potentiate	-2	-2	-22	-3	-9	-3	-7	-5
CHO-K1 Ca ag	0.1	-0.7	5.3	0.5	0.6	2.1	-0.3	0.1
M1 PAM parental	21	-11	11	11	14	18	5	-4

9: Cc1ccc(NC(=O)C2C3CCCC2C3c2ccccc2)cc1C (stereo not given)
10: COc1ccc2ccccc2c1/C=N/NC(=O)c1ccc(C)nc1
11: CCC(=O)Nc1ccc(C(=O)NNC(=O)c2cc(OC)c(OC)c(OC)c2)cc1
12: CC(=O)Nc1ccc(NC(=O)c2cc(-c3ccc(C)cc3O)n[nH]2)cc1
13: CCCCN(C(=O)CSc1cc(C)c2ccc(OC)cc2n1)c1c(N)n(Cc2ccccc2)c(=O)[nH]c1=O
14: Cn1c(=O)n(C)c2cc(/C=C3/NC(=O)N(Cc4ccccc4)C3=O)ccc21
15: COc1ccc(OC)c(S(=O)(=O)NC2CC(=O)N(c3cccc(F)c3)C2)c1 (stereo not given)
16: O=C(Nc1cccc(OC(=O)c2ccc(Br)o2)c1)c1ccccc1

entry no.	9	10	11	12	13	14	15	16
TAAR1 antag	-6	-5	-6	7	-29	8	1	-8
CHRM1 agonist	-4	-5	-4	-4	-8	-2	-3	-4
CHRM1 antagonist	3	-6	-5	-15	0	-10	-12	-11
TAAR1 ag	4	0	3	1	-1	12	0	-1
CHO parental Ca	6	-11	2	-16	-24	-10	-6	-21
CHO-K1 Ca antag	-4	-9	-7	-13	-15	-15	2	16
OXTR potentiate	-2	-2	-1	-11	2	-2	-1	-7
CHO-K1 Ca ag	0.2	0.9	0.0	0.9	0.8	1.4	0.7	0.7
M1 PAM parental	1	12	16	9	26	15	9	-27

17: COc1ccc(NC(=O)C2=CC=CN3CCS(=O)(=O)N=C23)c(OC)c1
18: Cc1cccc2[nH]c(CN(C)Cc3nc(CC4CC4)no3)nc12
19: Cn1c(SCC(=O)NNC(=O)c2ccccc2O)nnc1-c1ccccc1
20: N#Cc1c(-c2ccccc2)ccnc1N1CCOCC1
21: O=C(Cn1cc(C(F)(F)F)ccc1=O)N1CCN(S(=O)(=O)c2ccccc2)CC1
22: COc1cc(/C=C2\SC(=O)NC2=O)ccc1OCC(=O)N1CCOCC1
23: O=C(COC(=O)CCc1ccc(S(=O)(=O)N2CCOCC2)cc1)Nc1ccc(Cl)cn1
24: O=C1C2C3c4ccccc4C(c4ccccc43)C2C(=O)N1Cc1ccccn1 (stereo not given)

entry no.	17	18	19	20	21	22	23	24
TAAR1 antag	-1	10	-12	10	-19	-10	1	-8
CHRM1 agonist	-4	-4	-3	-6	-3	-1	-1	-2
CHRM1 antagonist	-7	-6	-6	-15	-5	-11	5	-10
TAAR1 ag	2	3	-2	1	-1	-1	13	7
CHO parental Ca	-8	-24	-7	-6	4	-14	-9	0
CHO-K1 Ca antag	3	10	-20	-11	-7	-2	4	-18
OXTR potentiate	1	-2	-9	7	-12	-7	-16	-13
CHO-K1 Ca ag	0.2	0.5	0.8	0.3	0.3	0.7	2.4	1.8
M1 PAM parental	-15	-11	14	15	10	-4	-1	8

25: Brc1c(CSc2nncn2-c2ccccc2)nc2ncccn12
26: COc1ccc(/C=C/C(=O)NC(=S)NNC(=O)c2cccnc2)cc1
27: COc1ccc(C(CNC(=O)c2cccc(NS(=O)(=O)c3ccc(Br)cc3)c2)N(C)C)cc1 (stereo not given)
28: CCCNC(=O)NC(=O)CSc1nc2ccccc2n1CC(C)C
29: O=S1(=O)CC(N2CCCCC2)CN1CCc1ccccc1 (stereo not given)
30: CN1C(=O)/C(=C/c2cn(CC(=O)NCc3ccco3)c3ccccc23)NC1=S
31: CS(=O)(=O)Nc1cccc(-c2ccc3nncn3c2)c1
32: C=CCn1c(-c2c(C)nc3cc(C)ccn23)n[nH]c1=S

entry no.	25	26	27	28	29	30	31	32
TAAR1 antag	14	-11	23	-15	-12	-9	-12	-22
CHRM1 agonist	-1	3	-4	-7	-5	.	-2	-3
CHRM1 antagonist	0	-16	-12	20	-3	.	-2	-10
TAAR1 ag	5	12	28	13	15	4	1	3
CHO parental Ca	7	3	-28	-20	.	18	.	-12
CHO-K1 Ca antag	15	-8	-18	-18	12	.	-6	-1
OXTR potentiate	-5	-6	-12	3	.	-13	.	-1
CHO-K1 Ca ag	-0.3	1.0	3.5	-0.7	0.5	.	0.2	-0.4
M1 PAM parental	-5	12	13	-1	16	.	9	4

# 5 entries picked at random from those above:
27: COc1ccc(C(CNC(=O)c2cccc(NS(=O)(=O)c3ccc(Br)cc3)c2)N(C)C)cc1 (stereo not given)
30: CN1C(=O)/C(=C/c2cn(CC(=O)NCc3ccco3)c3ccccc23)NC1=S
28: CCCNC(=O)NC(=O)CSc1nc2ccccc2n1CC(C)C
29: O=S1(=O)CC(N2CCCCC2)CN1CCc1ccccc1 (stereo not given)
31: CS(=O)(=O)Nc1cccc(-c2ccc3nncn3c2)c1

entry no.	27	30	28	29	31
TAAR1 antag	23	-9	-15	-12	-12
CHRM1 agonist	-4	.	-7	-5	-2
CHRM1 antagonist	-12	.	20	-3	-2
TAAR1 ag	28	4	13	15	1
CHO parental Ca	-28	18	-20	.	.
CHO-K1 Ca antag	-18	.	-18	12	-6
OXTR potentiate	-12	-13	3	.	.
CHO-K1 Ca ag	3.5	.	-0.7	0.5	0.2
M1 PAM parental	13	.	-1	16	9

# (more compounds)
33: COC(=O)[C@]12CCCCC=C1N(Cc1ccco1)C(=O)[C@H](CC(=O)NCCc1ccccc1OC)C2
34: CC1CCN(Cc2nc3c(c(=O)n(C)c(=O)n3C)n2CCCc2ccccc2)CC1
35: COc1ccc(CCNC(=O)c2ccc(CNS(=O)(=O)c3cccc(Cl)c3)cc2)cc1OC
36: COc1ccccc1-n1c2nc3ccccc3nc2c2c(=O)n(-c3cc(C)cc(C)c3)cnc21
37: O=C(Cc1nn[nH]n1)Nc1cc(Cl)cc(Cl)c1
38: Cc1ccc(N2CC(C(=O)OCC(=O)c3ccc([N+](=O)[O-])cc3)CC2=O)cc1 (stereo not given)
39: OCCN(/C=N/c1nc(-c2ccc(Br)cc2)cs1)CCO
40: Cc1cccc(OCC(=O)NC(=S)N2CCCc3ccccc32)c1

entry no.	33	34	35	36	37	38	39	40
TAAR1 antag	9	14	43	-4	-9	-16	-13	-7
CHRM1 agonist	.	-4	-4	-5	0	-1	-8	-10
CHRM1 antagonist	.	-40	12	-10	-10	1	-9	-5
TAAR1 ag	51*	0	20	2	5	0	9	25
CHO parental Ca	.	-12	-6	-17	1	-3	-22	-10
CHO-K1 Ca antag	-10	-5	11	19	-8	-3	-15	-16
OXTR potentiate	.	0	-9	-10	-13	-6	5	-10
CHO-K1 Ca ag	2.2	0.1	4.5	-0.2	-0.1	4.5	0.5	2.3
M1 PAM parental	6	9	-8	-11	11	2	23	22

41: CC(C)Oc1ccc(C(=O)/C=C2/C(=O)Nc3ccccc32)cc1
42: Cc1nn(S(=O)(=O)N2CCOCC2)c(C)c1Br
43: O=C(COc1ccc(Br)cc1)NCCNC(=O)c1cccnc1
44: COc1cccc(CC(=O)OCc2csc(CC(=O)Nc3ccccc3C)n2)c1
45: CSCCCNC(=S)Nc1ccc(N2CCOCC2)cc1
46: CCOC(=O)Cc1csc(NC(=O)/C=C\c2ccccc2Cl)n1
47: CC(/C=N/Nc1nncc(=O)[nH]1)=C\c1ccccc1
48: O=C1CCN(S(=O)(=O)c2ccccc2)CCN1CCOCc1cccc(F)c1

entry no.	41	42	43	44	45	46	47	48
TAAR1 antag	26	13	-7	2	-13	8	17	-10
CHRM1 agonist	6	-6	-2	-6	-6	-6	-7	-2
CHRM1 antagonist	25	8	-19	2	-7	17	0	-24
TAAR1 ag	4	5	0	1	5	6	1	11
CHO parental Ca	-1	-11	-9	-14	-9	-19	-1	0
CHO-K1 Ca antag	7	1	-9	-10	-8	1	-4	-5
OXTR potentiate	-9	-9	1	-5	-4	-10	-2	3
CHO-K1 Ca ag	2.6	-0.3	0.4	1.4	0.6	5.3	0.4	0.3
M1 PAM parental	3	14	15	5	2	14	18	-2

49: Cc1ccc(CSc2nnc(-c3ccccn3)n2Cc2cccs2)cc1
50: COc1cc2c(cc1OC)CN(C(=O)/C=C/c1cccs1)CC2
51: Cc1csc(NC(=O)CSc2ncnc3c2cnn3-c2ccccc2Cl)n1
52: CCOCCCN(C(=O)Cn1nnc(-c2ccc(C)o2)n1)C(C(=O)NC1CCCC1)c1ccco1 (stereo not given)
53: COCCCNC(=O)CN(C1CCCCC1)S(=O)(=O)c1ccc(C)cc1
54: O=C(NCc1cccc(Cl)c1)c1ccc(-n2cncn2)c2ccoc12
55: CN1CCN(c2oc(-c3ccccc3)nc2S(=O)(=O)c2ccccc2)CC1
56: COC(=O)c1sc(Nc2ccccc2)nc1C

entry no.	49	50	51	52	53	54	55	56
TAAR1 antag	47	-21	.	-9	-9	7	-19	11
CHRM1 agonist	-2	1	0	0	-4	-2	-1	-14
CHRM1 antagonist	5	-11	14	-12	-19	0	-6	1
TAAR1 ag	4	0	.	-2	6	1	4	3
CHO parental Ca	.	-11	9	-34	-19	.	0	-14
CHO-K1 Ca antag	-2	12	-3	-13	-8	-6	-17	-3
OXTR potentiate	.	-6	-29	-6	1	.	-3	-2
CHO-K1 Ca ag	1.2	0.6	4.5	-0.2	0.1	2.6	0.7	-0.3
M1 PAM parental	11	4	5	10	10	8	19	8
